# ASM inhibitor: Inhibitors of Secretory Acid Sphingomyelinase (S-ASM): qHTS; Sphingomyelin phosphodiesterase (Homo sapiens), P17405; placental ASM, HMU-PC fluorogenic substrate, 60 min; Potency, µM (doses to about 57.5 µM), without a hit: at the top dose activity change, negative = inhibition, most hits filed as inhibitors; hit rate 0.006% among 340,000; also: potency is read from the fitted curve at half-maximal effect
# Target sequence (P17405 47-631 limits assumed): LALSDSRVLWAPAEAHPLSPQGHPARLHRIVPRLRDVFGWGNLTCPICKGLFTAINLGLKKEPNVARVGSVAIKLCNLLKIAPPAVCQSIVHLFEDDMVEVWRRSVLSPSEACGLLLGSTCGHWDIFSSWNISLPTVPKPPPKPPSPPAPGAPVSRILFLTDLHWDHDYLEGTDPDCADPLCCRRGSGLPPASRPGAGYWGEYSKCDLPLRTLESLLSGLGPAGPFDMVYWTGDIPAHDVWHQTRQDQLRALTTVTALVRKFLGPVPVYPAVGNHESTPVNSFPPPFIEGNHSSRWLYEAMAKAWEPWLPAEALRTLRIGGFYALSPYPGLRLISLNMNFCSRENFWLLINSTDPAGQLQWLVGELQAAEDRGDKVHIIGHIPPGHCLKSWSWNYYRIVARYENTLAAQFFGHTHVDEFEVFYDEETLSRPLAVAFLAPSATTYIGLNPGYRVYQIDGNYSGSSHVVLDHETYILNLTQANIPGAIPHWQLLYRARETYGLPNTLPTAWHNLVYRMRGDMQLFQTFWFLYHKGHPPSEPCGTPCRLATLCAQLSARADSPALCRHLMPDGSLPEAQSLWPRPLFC
#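 Fluorescence read-out (Ex 386 nm, Em 447 nm) after stopping the reaction at pH 10. Enzyme: ASM from human placenta; substrate HMU-PC0, 9 uM final; 60 min, 37 °C. Compound preincubation 10 min, ambient temperature.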
# p53 reactivation: qHTS assay for re-activators of p53 using a Luc reporter; Potency, µM (doses to about 92.2 µM), for inactives: at the top dose activity change, positive = activation, actives largely listed as activators; H1299 p53-A138V BP100-luciferase reporter, luminescence, 24 h; hit rate 0.063% among 320,000; also: potency is read from the fitted curve at half-maximal effect; % of control where 0% means no effect; nearly all actives have a fitted effect of over 45% in size
#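 p53-null H1299 cells stably carrying temperature-sensitive p53-A138V and a BP100-luciferase reporter were pinned with compounds (4-point, 1:5 series) and held 24 hrs at 37 deg C. Luminescence was read 10 min after detection reagent.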
# Integrin act MD: qHTS for Activators of Integrin-Mediated Alleviation for Muscular Dystrophy; alpha7betagal myoblasts, beta-gal FDG fluorescence, 48 h; Potency, µM (series often up to 38.3 µM), without a hit: at the highest dose activation, hits mostly activators; hit rate 0.064% among 350,000; AID 624291, 2012;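 also: potency is read from the fitted curve at half-maximal effect; 100% = response of the positive control SU9516; nearly all actives have a fitted effect of over 60% in size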
#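 alpha7betagal+/- myoblasts (passage 13, 250/well) treated 48 h at 37C with compounds at 1:260 dilution of DMSO stock. Lysed, then beta-galactosidase activity read as FDG fluorescence (ex 480/em 540) after 30 min, with pre-read for autofluorescence.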
# TRPV1 agonist: HTS Assay for Compounds that Act as Agonists of the Vanilloid Receptor 1 | Transient receptor potential cation channel subfamily V member 1 (Homo sapiens), Q8NER1 | TRPV1-expressing cells, Fluo-8 calcium influx, agonist mode | activation, % at 8.33 µM | hit rate 0.19% among 320,000 | AID 540275, 2011; in the data active = activation above about 80%; inconclusive = between about 30% and that limit; also: 0% is about no effect
#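 TRPV1-expressing cells were cultured overnight at 35.5C and loaded with Fluo-8 calcium dye for 40 to 90 min at room temperature. After a 10 s baseline, compound was added and calcium influx was read kinetically for 3 min (ex 480/em 520 nm).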
# Eya2 inh: qHTS Assay for Inhibitors of the Phosphatase Activity of Eya2 | Protein phosphatase EYA2 (Homo sapiens), O00167 | recombinant Eya2, OMFP fluorescence dephosphorylation (OMFP is methylfluorescein phosphate) | Potency, µM (series often up to 76.9 µM), without a hit: at the highest dose activity, negative = inhibition, usual class: inhibitors | hit rate 0.006% among 330,000; also: potency is read from the fitted curve at half-maximal effect; % is scaled to controls: 0 for no effect and ±100 for the full control effect
#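 Eya2 (0.2 uM) preincubated 10 min at ambient with compound, then OMFP substrate added at 50 uM; 10 min reaction in 50 mM HEPES pH 7.5, 50 mM NaCl, 5 uM MgCl2, 0.05% BSA, 1 mM DTT. Fluorescence read at Ex 485/Em 525 nm.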
# B2AR arrestin: qHTS assay of beta-arrestin-biased ligands of beta2-adrenergic receptor; Beta-2 adrenergic receptor (Homo sapiens), P07550; hit rate 0.02% among 330,000; Potency, µM (doses to about 46.1 µM), without a hit: at the highest dose activation, actives largely listed as activators; AID 492947, 2010; beta-arrestin recruitment to beta2AR, cell-based reporter;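 also: potency is read from the fitted curve at half-maximal effect; 0% = DMSO controls and full agonism = EC100 isoproterenol or metaproterenol; nearly all actives have a fitted effect of over 65% in size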
# Target sequence (P07550 whole entry, looked up): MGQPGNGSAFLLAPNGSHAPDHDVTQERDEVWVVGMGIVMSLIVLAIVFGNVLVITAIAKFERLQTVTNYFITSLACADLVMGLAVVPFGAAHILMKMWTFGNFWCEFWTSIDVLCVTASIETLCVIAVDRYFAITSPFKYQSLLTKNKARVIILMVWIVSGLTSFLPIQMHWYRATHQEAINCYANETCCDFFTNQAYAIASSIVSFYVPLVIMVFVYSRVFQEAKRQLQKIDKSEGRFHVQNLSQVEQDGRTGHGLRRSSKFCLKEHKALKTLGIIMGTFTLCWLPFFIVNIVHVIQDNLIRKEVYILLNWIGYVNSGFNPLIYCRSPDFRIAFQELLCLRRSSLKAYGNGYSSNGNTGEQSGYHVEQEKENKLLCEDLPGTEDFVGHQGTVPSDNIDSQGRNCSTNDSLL
# PTAP TSG101 blk: qHTS Assay for Iinhibitors of HIV-1 Budding by Blocking the Interaction of PTAP/TSG101; Potency, µM (doses to about 115 µM), for inactives: top-dose activity change, negative = inhibition, hits mostly inhibitors; 340,000 tested, under 10 active; AID 493005, 2010; Tumor susceptibility gene 101 protein (Homo sapiens), Q99816; Fluorescence polarization, FITC-PTAP peptide / Tsg101 binding; active = well fitted inhibition curve with a large enough effect in the main read-out, with a control signal flat, not every such curve was filed as active; inconclusive = small, poorly fitted or top-dose-only effect, or effect the other way, or a change in a side signal; inactive = no such curve, though single readings can be large or run the other way; also: potency is read from the fitted curve at half-maximal effect; % of control where 0% means no effect
#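 Tsg101 binding domain (10 uM final) was mixed with compound and a FITC-labeled PTAP peptide (50 nM final) in HEPES pH 7.5 buffer with NaCl, Tween 20, EDTA and TCEP; fluorescence polarization was read after 20 min at r.t.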
# USP2a block: qHTS Assay for Inhibitors of Ubiquitin-specific Protease USP2a Using CHOP2 as the Reporter. Ubiquitin carboxyl-terminal hydrolase 2 (Homo sapiens), O75604. USP2 core, Ub-CHOP2 coupled fluorogenic reporter, 485/531. Potency, µM (titrated, usually from 38.3 µM), without a hit: at the highest dose activity change, negative = inhibition, hits mostly inhibitors. hit rate 0.01% among 330,000. AID 463254, 2010;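 also: potency is read from the fitted curve at half-maximal effect; plate controls were DMSO wells for no effect and full inhibition by NEM control for full effect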
#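 Cell-free coupled assay: 10nM USP2 core preincubated 30min RT with compound in Tris-HCl pH 8.0/CaCl2/CHAPS buffer, then 25nM Ub-CHOP2 and 25nM reporter substrate; fluorescence (Ex 485/Em 531) read after 60min RT, normalized to NEM inhibition, concentration-response curves fitted.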
# BRCA1 expr act: qHTS Assay to Identify Small Molecule Activators of BRCA1 Expression; MCF7-BRCA1-FFLuc reporter, luminescence, 48 h; response scale: scaled: vehicle 0%, 10 µM genistein 100%; Potency, µM (titrated, usually from 46.1 µM), without a hit: at the top dose activation, most hits filed as activators; hit rate 1.1% among 380,000; also: potency is read from the fitted curve at half-maximal effect; nearly all actives have a fitted effect of over 80% in size; some results filed as inactive show a strong effect at the top dose
#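 MCF7-BRCA1-FFLuc, 2000 cells/well; 2 h attach, 37 °C/5% CO2; compound 48 h; luciferase substrate 15 min; luminescence end-point. Norm. to genistein 10 microM max activation and DMSO; concentration-response curves fitted.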
# uPA generation: qHTS for Inhibitors of Cell Surface uPA Generation; cell surface uPA generation assay, qHTS; Potency, µM (highest dose often 38.3 µM), for inactives: top-dose activity change, negative = inhibition, actives largely listed as inhibitors; hit rate 0.31% among 330,000; active = well fitted inhibition curve with a large enough effect; inconclusive = small, poorly fitted or top-dose-only effect; inactive = no such curve, though single readings can be large or run the other way; tested in mouse RAW 264.7 cells; also: potency is read from the fitted curve at half-maximal effect; % is scaled to controls: 0 for no effect and ±100 for the full control effect; nearly all actives have a fitted effect of over 55% in size
# ELG1 genotoxic: qHTS screen for small molecules that induce genotoxicity in human embryonic kidney (HEK293T) cells expressing luciferase-tagged ELG1; HEK293T ELG1-luciferase reporter, luminescence, 16 h; Potency, µM (series often up to 46 µM), without a hit: at the highest dose activity change, positive = activation, usual class: activators; hit rate 1.3% among 330,000; AID 504466, 2011; also: potency is read from the fitted curve at half-maximal effect; % of control where 0% means no effect; nearly all actives have a fitted effect of over 60% in size
#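 HEK293T cells expressing luciferase-tagged ELG1 were treated with compound or DMSO for 16 hr at 37°C. Luciferase activity was then read after 30 min with ONE-Glo at room temperature; rising signal flags genetic stress.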
# Starred values were filed as active, the others as inactive; ? = inconclusive; nt = no result given; [ ] = remark or other dose. Unless noted, calls follow the shape of the dose curve; as a rule, active = well fitted curve in the direction sought with a large enough effect; inconclusive = small, poorly fitted or top-dose-only effect, or another doubt; inactive = no such curve, though single readings can be large; an effect the other way counts as inactive or inconclusive. This is a random part of the collection, and some 2.6% of all compounds hit somewhere here.
SMILES,ASM inhibitor,p53 reactivation,Integrin act MD,TRPV1 agonist,Eya2 inh,B2AR arrestin,PTAP TSG101 blk,USP2a block,BRCA1 expr act,uPA generation,ELG1 genotoxic
CS(=O)(=O)c1ccc(C(=O)Nc2ccc(N3CCOCC3)cc2)c(Cl)c1,0.6%,7.6%,?,0.4,-1.8%,0.1%,-0.2%,1.1%,33.7%,-7.0%,-0.2%
CC(NC(=O)COC(=O)c1ccc([N+](=O)[O-])s1)c1ccccc1 (stereo not given),-6.7%,3.9%,17.1%,9.6,-21.6%,0.3%,0.3%,1.0%,13.4%,4.8%,-1.1%
CS(=O)(=O)c1ccc(C(=O)Nc2nc(-c3ccco3)c(-c3ccco3)s2)cc1,-22.1%,-3.9%,-29.6%,5.3,8.8%,-0.6%,-10.2%,?,-10.4%,-1.3%,0.7%
COc1ccc2c(c1)c(C(=O)O)c(C)n2CCc1ccc(OC)c(OC)c1,-4.8%,nt,-11.8%,-3.0,5.1%,0.3%,0.2%,-0.4%,2.2%,1.3%,-3.5%
Cc1cccc(C)c1NC(=S)NN(Cc1ccccc1)c1ccccc1,5.2%,-2.0%,10.7%,?,-4.4%,-0.3%,-4.5%,0.3%,-0.6%,-4.5%,9.3%
COc1ccccc1N(CC(=O)N/N=C(\C)c1ccccc1O)S(=O)(=O)c1ccc(C)cc1,-1.2%,nt,-46.7%[inhibitor],1.3,-21.6%,-1.2%,-2.1%,2.4%,-52.7%,-12.1%,-10.2%
CCC1CCCCN1CCNC(=O)C1CCN(S(=O)(=O)c2cccc3nsnc23)CC1 (stereo not given),-0.7%,4.0%,0.0%,-2.8,-0.5%,0.2%,0.7%,1.0%,-20.8%,5.4%,0.0%
CC(C)C(c1nnnn1Cc1ccco1)N1CCN(c2cccc(Cl)c2)CC1 (stereo not given),-2.0%,8.2%,4.6%,0.1,6.5%,-0.1%,-2.9%,-0.6%,-26.3%,7.5%,-6.2%
COc1ccccc1CNC(=O)c1cc(-c2ccccc2C)n(CC2CC(c3cccc([N+](=O)[O-])c3)=NO2)n1 (stereo not given),-4.0%,-7.0%,14.9%,4.9,-6.0%,-0.1%,-0.6%,0.2%,-32.6%,6.7%,-2.5%
O=C(CC(NC(=O)c1ccccc1)c1ccccc1)Nc1ccc(F)c(F)c1 (stereo not given),2.6%,-3.3%,-13.7%,1.3,-5.9%,-0.2%,-2.0%,0.3%,-4.1%,-1.4%,-6.8%
O=C(CSc1ccc(Cl)cc1)Nc1cccc(-c2nc3ccccc3[nH]2)c1,5.8%,?,-10.3%,-2.9,0.0%,-0.5%,-1.7%,5.0%,-21.0%,8.8%,19.7%
Cc1nn(C(C)(C)C)c(OC(=O)c2cccs2)c1Sc1ccccc1,-8.4%,2.8%,0.0%[7.66 µM],6.0,-27.9%,-1.0%,-0.7%,2.9%,-8.2%,4.3%,-1.1%
CC(=O)c1ccc(NC(=O)C(C)NCc2ccccc2Cl)cc1 (stereo not given),1.5%,7.7%,14.9%,13.6,-8.0%,-0.2%,-2.3%,2.9%,15.5%,0.2%,4.7%
COc1cccc2c(=O)n(CC(=O)N3CCc4ccccc43)ccc12,2.6%,1.6%,12.6%,-3.5,3.7%,-0.3%,-2.9%,1.0%,0.4%,13.3%,2.6%
O=C(O)c1cccc(NC(=S)N/N=C/c2c[nH]c3ccccc23)c1,-2.7%,-6.9%,14.9%,-5.6,1.2%,-0.2%,-3.6%,1.7%,-66.3%[inhibitor],-9.7%,-0.3%
COc1ccc2c(COC(=O)CCS(=O)(=O)c3ccccc3)cc(=O)oc2c1,nt,0.1%,nt,-5.4,-3.8%,-0.1%,nt,-0.4%,nt,nt,0.9%
Cc1cc(C)n(-c2nc(C(F)(F)F)nc3ccccc23)n1,-0.6%,0.1%,-2.6%,1.3,0.8%,0.2%,-11.8%,-0.9%,24.6%,-1.2%,-2.5%
O=C(CN1C(=O)c2ccccc2C1=O)Nc1ccccc1C(=O)NC1CCCCC1,-1.7%,-1.4%,-5.7%,-4.8,16.7%,-0.9%,-1.9%,-2.5%,8.9%,-7.6%,-2.4%
CCCCOc1ccc(C(=O)Nc2ccc(OCC(=O)N3CCOCC3)cc2)cc1,-0.3%,-9.8%,-2.4%,1.5,-15.7%,0.1%,-0.5%,1.4%,2.6%,7.08µM*,8.7%
Cc1cc(O)c(S(=O)(=O)c2ccccc2)c(C)c1NS(=O)(=O)c1ccccc1,-22.7%,-2.6%,-68.3%[inhibitor],-1.3,11.6%,0.1%,-0.9%,-9.5%,-19.1%,1.3%,-18.0%
CCOC(=O)C1CCN(C(=O)c2cn(C)c(=O)c3cc(OC)c(OC)cc23)CC1,4.1%,-4.2%,0.5%,1.0,7.6%,0.1%,-6.1%,3.7%,-12.5%,-3.0%,1.8%
CCCCNC(=O)N(c1c(N)n(Cc2ccccc2)c(=O)[nH]c1=O)C1CCCC1,13.2%,4.0%,18.1%,0.7,13.3%,0.0%,-11.0%,1.9%,14.9%,-1.9%,0.1%
CCCCOC(=O)Nc1sc2c(c1C(=O)OC)CCC2,-2.0%,-2.0%,6.8%,2.3,15.5%,0.2%,-3.9%,-0.7%,-21.9%,2.1%,-2.9%
COc1cc(/C=C2/C(=O)NN(c3ccc(F)cc3)C2=O)cc(Cl)c1O,-7.8%,0.4%,?,-2.2,13.4%,0.1%,10.6%,2.5%,5.9%,5.8%,-0.4%
COC(C/C=C\[C@@H](O)COCc1ccccc1)OC,2.5%,-0.4%,8.9%,-2.3,8.6%,-0.4%,-1.4%,-5.8%,20.9%,0.3%,4.6%
COCc1nnc(NC(=O)CC(C)C)s1,3.3%,-3.2%,-1.7%,-0.9,-4.8%,0.1%,1.4%,4.5%,0.0%,5.1%,-5.5%
CN(C)c1ccc(C2N3CC4(C)CN2CC(C)(C3)C4O)cc1 (stereo not given),-3.5%,2.4%,14.2%,-0.2,3.8%,-0.6%,-2.3%,0.1%,34.6%,-0.6%,4.6%
c1ccc2sc(Cc3nnc4n3CCCCC4)nc2c1,42.4%[activator],5.7%,-31.5%,-0.1,16.2%,-1.2%,-2.5%,6.9%,18.4%,-0.7%,9.2%
COc1ccc(C(=O)N2CCN(C3CCC(c4ccccc4)CC3)CC2)cc1OC (stereo not given),1.7%,1.9%,-37.6%,-1.4,16.2%,-0.3%,2.7%,-2.0%,-41.7%,nt,-8.2%
CC(C)(C)C(=O)C(Cc1ccccc1Cl)n1cncn1 (stereo not given),1.4%,-6.0%,-0.6%,-1.7,5.3%,-0.2%,-4.8%,3.3%,-22.9%,4.5%,-1.6%
Cc1ccc(/C=N\NC(=O)Cc2noc3ccccc23)cc1,-1.4%,8.6%,14.2%,3.0,1.6%,-1.0%,-1.4%,-0.3%,9.6%,1.0%,13.9%
CCCc1cc(C(=O)Nc2cc(C)ccc2O)no1,-3.0%,?,11.8%,1.1,-4.9%,-0.6%,1.1%,0.7%,2.82µM*,-4.0%,14.6µM*
CCCNC(=O)c1ccccc1C(=O)NCCC,0.9%,-5.3%,0.0%,-2.1,27.6%,-0.3%,-1.3%,-1.7%,-5.6%,11.3%,1.4%
Cc1cc(NC(=O)/C=C/c2ccc(Cl)cc2)no1,0.8%,17.8%,12.5%,-1.0,4.4%,-0.6%,-3.1%,1.7%,9.2%,-2.5%,9.5%
CC(C)(C)c1ccc(OCC(O)CN2CCCC2)cc1 (stereo not given),5.8%,-0.7%,7.2%,0.9,9.7%,-0.1%,-3.0%,1.1%,-6.3%,-6.2%,-3.3%
C=CCc1cccc2cc(C(=O)Nc3ccc(S(=O)(=O)Nc4nnc(CC)s4)cc3)c(=O)oc12,-3.1%,-0.3%,11.1%,0.3,0.5%,0.3%,-6.2%,-1.2%,-18.3%,4.8%,5.0%

# Compound activity deposited in PubChem BioAssay by National Center for Advancing Translational Sciences (NCATS).
